GAA850 FXN act: FXN promoter activators, primary screen, cell-based, luciferase luminescence, HEK293 lucGAA850; HEK293 lucGAA850 FXN promoter luciferase reporter, 24 h; percent of 10 µM SAHA response; 0.56% of 360,000 active; activation, % at 6 µM; AID 540364, 2011;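 active means activation above the average of all compounds screened plus 3 SD, cutoff fixed separately per campaign, cut at about 7.5% in these data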;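 further: 0% = DMSO wells and 100% = 10 µM SAHA wells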
PG9 binder: binders of HIV-1 gp120 antibody PG9, primary screen, biochemical, TR-FRET; HIV-1 gp120 / PG9 antibody interaction; TR-FRET gp120-PG9 antibody binding; inhibition, % at 6.7 µM; 0.43% of 360,000 active; AID 624416, 2012; in the data active means inhibition above about 8.5%
GC-A act: GC-A stimulated cGMP production enhancers – HEK293 GC-A cells, cGMP TR-FRET, EC30 ANP, primary screen. Atrial natriuretic peptide receptor 1 (Homo sapiens), P16066. 0% at EC30 ANP, 100% saturating ANP. activation, % at 10 µM. 0.14% of 370,000 active. AID 1671463, 2021; in the data active means activation above about 40%
Target sequence (P16066 whole entry, looked up): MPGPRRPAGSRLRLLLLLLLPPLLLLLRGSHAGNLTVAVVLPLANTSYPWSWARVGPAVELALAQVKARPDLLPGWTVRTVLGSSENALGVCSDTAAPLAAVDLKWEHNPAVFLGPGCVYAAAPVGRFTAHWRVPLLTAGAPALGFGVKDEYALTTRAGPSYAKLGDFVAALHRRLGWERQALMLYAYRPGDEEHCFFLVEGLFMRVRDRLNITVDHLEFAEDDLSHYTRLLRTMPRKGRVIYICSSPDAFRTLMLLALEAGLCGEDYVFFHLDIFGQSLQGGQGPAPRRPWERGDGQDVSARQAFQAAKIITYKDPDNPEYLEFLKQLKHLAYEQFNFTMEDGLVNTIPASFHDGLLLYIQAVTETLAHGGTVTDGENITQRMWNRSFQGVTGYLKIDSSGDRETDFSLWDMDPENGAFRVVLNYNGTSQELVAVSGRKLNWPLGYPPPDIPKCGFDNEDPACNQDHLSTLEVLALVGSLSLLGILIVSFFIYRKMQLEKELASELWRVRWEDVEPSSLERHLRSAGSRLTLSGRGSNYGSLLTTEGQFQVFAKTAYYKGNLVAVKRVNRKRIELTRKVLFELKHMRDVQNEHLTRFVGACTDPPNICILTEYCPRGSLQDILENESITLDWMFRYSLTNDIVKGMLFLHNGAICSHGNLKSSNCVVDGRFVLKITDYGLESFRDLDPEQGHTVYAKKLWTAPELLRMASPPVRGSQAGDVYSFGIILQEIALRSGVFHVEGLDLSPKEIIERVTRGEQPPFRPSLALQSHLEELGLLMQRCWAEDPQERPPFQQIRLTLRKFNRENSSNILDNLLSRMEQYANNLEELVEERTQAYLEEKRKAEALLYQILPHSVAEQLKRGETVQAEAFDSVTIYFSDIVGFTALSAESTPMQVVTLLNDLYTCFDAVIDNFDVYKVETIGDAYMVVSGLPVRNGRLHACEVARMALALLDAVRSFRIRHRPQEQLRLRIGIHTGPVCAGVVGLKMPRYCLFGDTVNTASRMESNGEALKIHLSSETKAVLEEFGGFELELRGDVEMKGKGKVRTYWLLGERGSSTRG
ssDAF12 agonist: S. stercoralis DAF-12 nuclear receptor activators, primary screen, cell-based, luminescence, HEK293, GRIP1 co-expression, lit1-tk-luc | HEK293 ssDAF-12/GRIP1 lit1-tk-luc reporter; % of 3 µM dafachronic acid response | 1% of 370,000 active | activation, % at 6.8 µM | Nuclear hormone receptor DAF-12 (Strongyloides stercoralis) | AID 652126, 2013;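 active means activation above the mean over all tested compounds plus 3 SD, cut at about 0.9% in these data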;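 further: 0% = DMSO-only wells and 100% = 3 µM delta7-dafachronic acid wells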
DAX1 inh-1: DAX1 (NR0B1) inhibitors, primary screen, cell-based, HEK293, Gal4-DAX1, luciferase luminescence. inhibition, % at 6.75 µM. AID 504766, 2011. 0.99% of 340,000 active. HEK293 Gal4-DAX1 luciferase reporter;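 active means inhibition above the mean over all tested compounds plus 3 SD, cut at about 4.2% in these data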;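 further: 0% = DAX1-transfected cells with DMSO and 100% = empty-vector control cells with DMSO; inhibition shows as a rise in luminescence from relieved DAX1 repression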
SMARCA2 act: SMARCA2 (BRM) function activators, primary screen, cell-based, luminescence, high throughput; MG213 cells, MMTV-luciferase reporter, dexamethasone, overnight; activation, % at 9.1 µM; 1% of 370,000 active; AID 652017, 2013; in the data active means activation above about 7.8%;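 further: 0% = vehicle wells and 100% = reference activator wells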
hcDAF12 agonist: H. contortus DAF-12 nuclear receptor activators, primary screen, cell-based, luminescence, HEK293, lit1-tk-luc reporter. AID 652067, 2013. activation, % at 6.8 µM. 1.4% of 370,000 active. HEK293 hcDAF-12 lit1-tk-luc reporter; 0% DMSO, 100% Δ7-dafachronic acid;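 active means activation above the mean of all tested compounds plus 3 SD, cut at about 5.5% in these data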;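 further: 100% = response to 3 µM Δ7-dafachronic acid high control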
hgDAF-12 ag: H. glycines DAF-12 receptor agonists, primary screen, cell-based, luminescence, HEK293, GAL4 fusion, UAS-luciferase. HEK293 GAL4-hgDAF12 UAS-luciferase reporter, agonist luminescence; normalized to butyrate control. activation, % at 6.8 µM. 1.8% of 370,000 active;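 active means activation above a cutoff set at the mean of all screened compounds plus 3 SD, cut at about 10% in these data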;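 further: 0% = DMSO wells and 100% = sodium butyrate wells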
DAX1 inh-2: DAX1 (NR0B1) inhibitors on StAR promoter, primary screen, cell-based, luminescence, SF-1 (NR5A1), full-length DAX-1 | HEK293T StAR-luciferase reporter, SF-1/DAX-1 repression relief | inhibition, % at 6.8 µM | 1.1% of 370,000 active | AID 652010, 2013;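 active means inhibition above the mean over all tested compounds plus 3 SD, cut at about 3.6% in these data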;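 further: 0% = DAX-1 cells with DMSO and 100% = cells lacking DAX-1 with DMSO; higher inhibition means more luminescence from relief of DAX-1 repression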
ADAM10 inh: human ADAM10 inhibitors, primary screen, biochemical, QFRET, HTS. recombinant ADAM10, EDANS/DABCYL FRET peptide cleavage, 3 h. inhibition, % at 7 µM. 0.62% of 370,000 active. AID 720582, 2013;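 active means inhibition above a per-campaign cutoff equal to the mean of compounds falling between control-based bounds plus 3 SD, cut at about 20% in these data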;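 further: 0% = DMSO wells while the 100% control is not disclosed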
ADAM17 inh: ADAM17 inhibitors, primary screen, biochemical, QFRET. Disintegrin and metalloproteinase domain-containing protein 17 (Homo sapiens), P78536. recombinant ADAM17, EDANS/DABCYL FRET peptide cleavage. inhibition, % at 6.95 µM. 0.83% of 370,000 active;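 active means inhibition above the mean of compounds lying between control limits plus 3 SD, set per campaign, cut at about 8.5% in these data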;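 further: 0% = DMSO-only wells as the low control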
* = called active by the depositor; / = no result given; & = joins results of further samples.

SMILES	GAA850 FXN act	PG9 binder	GC-A act	ssDAF12 agonist	DAX1 inh-1	SMARCA2 act	hcDAF12 agonist	hgDAF-12 ag	DAX1 inh-2	ADAM10 inh	ADAM17 inh
Cc1cc(=O)n2nc(N3CCCC(C(=O)NCc4ccc(Cl)cc4)C3)sc2n1 (stereo not drawn)	-1.4	-1.2	-3	-1.1	0.0	0	-2.5	-0.3	-1.8	-15	-3
CC(C)(C)C(=O)NC(n1cnc2c(N3CCOCC3)ncnc21)C(Cl)(Cl)Cl (stereo not drawn)	0.1	-1.9	-7	-1.4	-0.5	-1	-1.9	1.1	0.7	-8	-1
COc1cc(C(C)=O)ccc1Oc1ncnc2c1cnn2-c1ccc(C)c(C)c1	-0.3	6.5	32	-1.7	-1.1	-3	-3.3	-1.8	-0.3	-7	-3
CC(=O)N1CCc2[nH]c3ccccc3c2C1	2.6	2.3	0	-0.8	1.2	-1	0.1	-2.1	-0.4	-4	-7
COC(=O)CCCC(=O)N1CCCC(CCC(=O)NCc2ccc(F)c(F)c2)C1 (stereo not drawn)	0.3	0.1	0	-0.8	1.1	-1	-0.2	3.6	-0.2	-7	-3
CCC1CN(C(=O)N2CCC(C(=O)Nc3ccccc3OC)CC2)c2ccccc2O1 (stereo not drawn)	-3.2	-0.6	-3	-1.0	0.0	-3	0.6	-2.7	-0.3	1	-1
CN(CC(=O)Nc1cccc(F)c1)C(=O)c1ccccc1Cc1ccccc1	1.2	0.4	0	-0.8	-2.4	0	-0.5	0.1	-0.4	8	-1
O=C(CSc1ccc(-c2ccccn2)nn1)N1CCCCC1	2.0	0.5	0	0.2	0.5	1	1.2	6.2	0.1	-3	-3
CN(C)CCC(c1ccc(Cl)cc1)c1ccccn1 (stereo not drawn)	4.2&-1.5	0.9&-1.4	-17&-21	-1.1&-0.3	-0.4&1.1	-2&-3	-1.9&-2.7	1.7&1.0	0.6&-0.5	-2&3	-4&-2
CCOC(=O)c1oc2ccccc2c1NC(=O)c1ccco1	1.6	-1.4	4	-0.9	-0.3	0	-0.9	1.0	-2.6	-2	0
COc1ccc(Oc2cn[nH]c2-c2ccc(OC)cc2O)cc1	-0.5	-1.6	6	-1.6	0.0	-1	-2.8	-0.6	-0.2	14	6
CCOc1ncccc1C(=O)OCc1c(F)cccc1Cl	5.0	0.6	-1	-1.9	-0.8	-1	0.2	-0.4	1.5	-7	-1
CN(C(=O)COC(=O)Cc1c(Cl)cccc1Cl)C1CCS(=O)(=O)C1 (stereo not drawn)	0.8	0.3	3	-1.3	0.3	-1	0.3	-1.4	-0.2	-14	-3
Nc1cccnc1-n1nc(C(F)(F)F)cc1C(F)(F)F	-0.1	-0.7	2	-2.2	-0.1	-4	1.1	-2.3	-0.6	-6	-6
O=C(O)CN(c1ccccn1)S(=O)(=O)c1ccc(Cl)cc1	1.3	-0.6	1	-1.1	-0.5	4	-0.8	-3.5	1.0	-104	-20
CCOC(=O)C1CCN(C(=O)CN(c2ccc(Oc3ccccc3)cc2)S(C)(=O)=O)CC1	-0.6	0.7	4	-2.3	-0.7	-6	-1.4	0.2	-0.4	8	2
CCOC(=O)c1c(NC(=O)CC2SC(N)=NC2=O)sc2c1CCC(C)C2 (stereo not drawn)	1.9	-2.3	-8	-1.0	-2.1	-1	-0.8	4.2	0.3	-2	0
CN1C(=O)/C(=C/c2ccccc2Cl)Sc2ccc(C(=O)NCc3cccnc3)cc21	1.9	-2.1	4	-1.8	-1.2	-3	-1.6	-1.2	-0.8	-7	-6
O=C(c1cc(C(=O)c2ccco2)cc(C(=O)c2ccco2)c1)c1ccco1	-1.8	-2.1	15	-1.5	2.3	1	-2.4	5.1	-0.3	-4	-2
CCCCNC(=O)c1[nH]c(C)c(C(C)=O)c1C	-0.6	0.1	6	-1.8	-0.5	1	1.0	-1.2	-0.5	2	-1
Clc1cccc(Cc2c(-c3ccccc3)nc3c4ccccc4ccn23)c1	/	-1.5	-4	0.2	/	5	0.2	0.1	0.9	-32	-8
O=C(Nc1ccc(O)cc1)N1CCOCC1	-0.7	-2.6	1	-1.1	-0.8	-2	-2.4	-1.2	-0.2	2	0
O=[N+]([O-])c1ccc(CN2CCOCCOCCN(Cc3ccc([N+](=O)[O-])cc3Cl)CCOCC2)c(Cl)c1	/	/	-5	-1.4	/	/	0.6	-0.2	/	5	-1
CCOc1ccccc1NC(=O)CCCCCN1C(=O)[C@@H]2Cc3ccccc3CN2C1=O	0.9	-0.6	0	-0.7	0.5	-1	0.2	-1.1	-0.2	-2	-1
COc1cccc(OCc2cc(C(=O)N(Cc3ccccc3)CC3CC3)no2)c1	-1.5	-0.8	2	-1.0	0.4	-2	4.8	1.5	-1.6	16	4
CCCCSc1nc2sc3c(c2c(=O)n1-c1ccccc1)CCN(C)C3	2.6	0.1	12	-1.3	-1.9	-4	1.0	-1.2	-0.5	-127	-47
O=C(CCc1nc2ccccc2c(=O)[nH]1)NC1CCN(Cc2ccccc2)CC1	0.3	3.5	-3	-0.9	-0.3	-1	-0.5	0.9	0.8	-4	-8
COc1ccc(NC(=O)c2cc(C3CCCCN3C(=O)C3CC3)on2)c(C)c1 (stereo not drawn)	-0.1	0.8	0	-0.8	/	7	-1.7	1.9	-0.1	-3	2
CC(=O)Cn1c(=O)c2c(nc3n2CCCN3Cc2ccccc2)n(C)c1=O	0.4	-0.6	-2	-1.0	0.5	4	2.1	-0.9	-0.6	2	1
COc1ccc(S(=O)(=O)N2CCN(C(=O)N(C)C)C2C)cc1 (stereo not drawn)	-0.5	-2.0	2	-1.1	-0.7	-3	0.2	0.4	0.2	0	3
O=C(NC(=S)Nc1ncccn1)c1ccc(Cl)cc1Cl	4.0	-0.6	2	0.5	5.1*	6	2.2	16*	6.7*	-3	-3
CCOc1ccc(C2CC(c3ccc(CC)cc3)Nc3nc(N)nn32)cc1 (stereo not drawn)	1.2	-2.3	9	-0.6	4.3*	-1	-1.6	-0.3	0.5	-22	-2
NC1=NC2CS(=O)(=O)CC2S1 (stereo not drawn)	0.6	-0.7	3	-1.5	-1.2	-1	-1.4	1.6	1.0	3	1
Cc1noc(C)c1NC(=O)N(C)C[C@@H]1OCc2cnnn2CCCC(=O)N([C@@H](C)CO)C[C@H]1C	-0.1	0.3	1	-0.4	1.2	2	1.4	4.4	-0.2	-1	-6
CCCCN1C(=N)N([C@@H](C)CN2CCC[C@H]2CN2C(N)=NC[C@@H]2Cc2ccccc2)C[C@H]1Cc1ccccc1	1.1	-0.1	1	-1.0	1.9	0	0.9	0.9	0.0	-9	-7
COCCNC(=O)C1CC2Cn3c(nc4cc5ccccc5cc43)C2N1C (stereo not drawn)	1.7	-1.3	2	-1.5	1.0	-1	-0.3	3.0	-0.2	-21	-9
CSc1ncccc1C(=O)OCC(=O)N(C)Cc1ccc(C)cc1	0.2	-0.1	-2	-1.5	1.0	1	-0.4	-0.5	0.0	-8	1
COc1cc(-c2coc3c(C(=O)NCc4ccc(N(C)C)cc4)cccc23)ccc1O	-2.4	-0.7	1	-1.3	/	-5	-2.5	-3.0	-2.0	15	6
NS(=O)(=O)c1ccc(S(=O)(=O)N(CCc2ccccc2)Cc2ccccn2)cc1	-0.9	-1.7	-5	-1.0	0.0	-1	-0.9	-1.3	0.5	1	-3
Cn1c(=O)cc(OCC(=O)NCCCN2CCN(c3ccccc3F)CC2)c2ccccc21	-2.4	-0.1	-2	-1.2	0.8	-2	-1.0	-1.5	0.3	-8	-3
COc1ccc(-n2nc(C(=O)NCC(=O)N3CCN(C)CC3)c3ccccc3c2=O)cc1OC	0.6	1.9	2	-1.6	1.7	5	-0.5	2.2	-0.5	0	0
COC(=O)[C@H]1C[C@@]2(C3C=CC=C3)c3ccccc3N[C@H]2N1	/	/	0	-1.0	/	-2	1.2	4.8	0.0	-2	-1
Cc1ccn(CCC(=O)N2c3ccccc3CC2C)n1 (stereo not drawn)	0.4	-1.3	-5	-0.7	-0.1	-2	0.4	-1.3	0.0	1	-1
CCOC(=O)C1CCCN(C(=O)CN(c2ccc(OC)cc2)S(=O)(=O)c2c(C)noc2C)C1 (stereo not drawn)	-0.5	0.1	0	-0.9	1.9	-1	1.9	2.5	-0.2	-2	-4
CCc1ccccc1N(CC(=O)N1CCN(c2ccccc2F)CC1)S(C)(=O)=O	-0.6	1.0	3	-1.7	1.8	-3	-0.2	-0.8	0.1	-6	-3
N/C(=N\OC(=O)c1ccc2ccccc2c1)c1ccncc1	2.4	-1.4	3	1.1*	5.2*	6	7.1*	17*	5.2*	-1	0

Nothing new here: an excerpt of the list.
SMILES	GAA850 FXN act	PG9 binder	GC-A act	ssDAF12 agonist	DAX1 inh-1	SMARCA2 act	hcDAF12 agonist	hgDAF-12 ag	DAX1 inh-2	ADAM10 inh	ADAM17 inh
COc1ccc(-n2nc(C(=O)NCC(=O)N3CCN(C)CC3)c3ccccc3c2=O)cc1OC	0.6	1.9	2	-1.6	1.7	5	-0.5	2.2	-0.5	0	0
COC(=O)[C@H]1C[C@@]2(C3C=CC=C3)c3ccccc3N[C@H]2N1	/	/	0	-1.0	/	-2	1.2	4.8	0.0	-2	-1
Cc1ccn(CCC(=O)N2c3ccccc3CC2C)n1 (stereo not drawn)	0.4	-1.3	-5	-0.7	-0.1	-2	0.4	-1.3	0.0	1	-1
CCOC(=O)C1CCCN(C(=O)CN(c2ccc(OC)cc2)S(=O)(=O)c2c(C)noc2C)C1 (stereo not drawn)	-0.5	0.1	0	-0.9	1.9	-1	1.9	2.5	-0.2	-2	-4
CCc1ccccc1N(CC(=O)N1CCN(c2ccccc2F)CC1)S(C)(=O)=O	-0.6	1.0	3	-1.7	1.8	-3	-0.2	-0.8	0.1	-6	-3
N/C(=N\OC(=O)c1ccc2ccccc2c1)c1ccncc1	2.4	-1.4	3	1.1*	5.2*	6	7.1*	17*	5.2*	-1	0
